Screening data deposited in PubChem BioAssay by National Center for Advancing Translational Sciences (NCATS).
Giardia killer: Giardia lamblia killing; activity change, % at 7.66 µM, hits read low; AID 540267; actives 0.15% (n = 340,000); Giardia lamblia trophozoite viability; in the data active = activity change below about -80%; inconclusive = between about -30% and that limit;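 also: parasites exposed to compound for two days anaerobically before the ATP read; % is scaled to controls: 0 for no effect and ±100 for the full control effect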
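Killing of trophozoites was scored by loss of ATP luminescence after a 48 hrs anaerobic exposure to compounds at 37 deg C, using 100 cells per well.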
ASM inhibitor: human S-ASM enzyme inhibition; P17405; Potency, µM (series often up to 57.5 µM), for inactives: at the highest dose activity change, negative = inhibition, hits mostly inhibitors; actives 0.006% (n = 340,000); placental ASM, HMU-PC fluorogenic substrate, 60 min; also: potency is read from the fitted curve at half-maximal effect
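Human placenta-derived ASM preincubated with compound 10 min at room temperature, then reacted with 9 uM (final) fluorogenic HMU-PC substrate for 60 min at 37 C. Stop solution raises pH to 10; fluorescence read at Ex 386/Em 447 nm.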
Tb PFK inh: inhibitors of T. brucei phosphofructokinase. T. brucei PFK, ADP-Glo luminescence. O15648. actives 0.17% (n = 330,000). AID 485367. Potency, µM (series often up to 57.5 µM), for the others: top-dose activity, negative = inhibition, usual class: inhibitors;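 also: potency is read from the fitted curve at half-maximal effect; 0% = uninhibited 1x PFK enzyme wells and -100% = no-enzyme wells; nearly all actives have a fitted effect of over 60% in size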
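PFK 1.25 nM, F6P 0.5 mM, ATP 0.1 mM, 0.1 M TEA pH 8.0, 5 mM MgCl2, 0.01% Tween20, 0.1% BSA; 45 min RT. ADP-Glo readout. qHTS titration up to 57 uM; curves fitted, compounds curve-classed.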
PTAP TSG101 blk: blocks PTAP/TSG101 interaction to inhibit HIV-1 budding | Fluorescence polarization, FITC-PTAP peptide / Tsg101 binding | 340,000 tested, under 10 active | Potency, µM (highest dose often 115 µM), for inactives: at the top dose activity change, negative = inhibition, actives largely listed as inhibitors | Q99816; active = well fitted inhibition curve with a large enough effect in the main read-out, with a control signal flat, not every such curve was filed as active; inconclusive = small, poorly fitted or top-dose-only effect, or effect the other way, or a change in a side signal; inactive = no such curve, though single readings can be large or run the other way; also: potency is read from the fitted curve at half-maximal effect; % of control where 0% means no effect
Target sequence (Q99816 whole entry, looked up): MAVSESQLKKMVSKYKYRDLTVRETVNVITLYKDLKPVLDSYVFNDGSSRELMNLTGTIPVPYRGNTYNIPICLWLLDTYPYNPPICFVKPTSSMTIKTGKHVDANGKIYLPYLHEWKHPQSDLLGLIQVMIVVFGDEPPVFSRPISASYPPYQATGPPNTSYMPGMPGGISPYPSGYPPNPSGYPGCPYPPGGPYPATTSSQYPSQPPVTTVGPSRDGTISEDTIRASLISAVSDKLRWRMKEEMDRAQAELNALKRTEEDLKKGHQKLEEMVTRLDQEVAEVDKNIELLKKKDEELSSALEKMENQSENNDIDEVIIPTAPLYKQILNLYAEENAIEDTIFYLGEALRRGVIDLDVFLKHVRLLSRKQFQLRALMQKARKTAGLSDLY
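Fluorescence anisotropy tracks displacement of a FITC-tagged PTAP peptide (50 nM) from the Tsg101 binding domain (10 uM), following a 20 min room-temperature incubation at pH 7.5.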
PKM2 act: activators of human pyruvate kinase M2; actives 0.34% (n = 260,000); Potency, µM (titrated, usually from 57.5 µM), without a hit: at the highest dose activation, hits mostly activators; purified PKM2, Kinase-Glo ATP luminescence, activation; response scale: 0% is enzyme alone, no compound; P14618; also: potency is read from the fitted curve at half-maximal effect; % is scaled to controls: 0 for no effect and ±100 for the full control effect; nearly all actives have a fitted effect of over 55% in size
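Purified hPK-M2 (>95% pure) converted ADP (0.1 mM final) to ATP with 0.5 mM PEP in 50 mM imidazole pH7.2, KCl, MgCl2, Tween 20, BSA; 1 h at room temperature. ATP detected by Kinase-Glo luminescence.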
B2AR arrestin: beta2AR (human) beta-arrestin recruitment activity; P07550; beta-arrestin recruitment to beta2AR, cell-based reporter; Potency, µM (top dose mostly 46.1 µM), for inactives: at the highest dose activation, hits mostly activators; actives 0.02% (n = 330,000);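 also: potency is read from the fitted curve at half-maximal effect; 0% = DMSO controls and full agonism = EC100 isoproterenol or metaproterenol; nearly all actives have a fitted effect of over 65% in size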
Menin-MLL TR inh: displaces Texas Red mutant MLL peptide from human menin; AID 1768; Menin + Texas Red MLL mutant peptide, fluorescence polarization; actives 0.23% (n = 270,000); Potency, µM (highest dose often 61.6 µM), for the others: at the top dose FP activity change, negative = inhibition, hits mostly inhibitors; active = well fitted inhibition curve with a large enough effect in the polarisation, with a control signal flat, not every such curve was filed as active; inconclusive = small, poorly fitted or top-dose-only effect, or effect the other way, or a change in a side signal; inactive = no such curve, though single readings can be large or run the other way; the % refers to the polarisation; also: potency is read from the fitted curve at half-maximal effect; % of control where 0% means no effect; many of its hits are not listed in these tables
Target sequence (O00255 whole entry, looked up): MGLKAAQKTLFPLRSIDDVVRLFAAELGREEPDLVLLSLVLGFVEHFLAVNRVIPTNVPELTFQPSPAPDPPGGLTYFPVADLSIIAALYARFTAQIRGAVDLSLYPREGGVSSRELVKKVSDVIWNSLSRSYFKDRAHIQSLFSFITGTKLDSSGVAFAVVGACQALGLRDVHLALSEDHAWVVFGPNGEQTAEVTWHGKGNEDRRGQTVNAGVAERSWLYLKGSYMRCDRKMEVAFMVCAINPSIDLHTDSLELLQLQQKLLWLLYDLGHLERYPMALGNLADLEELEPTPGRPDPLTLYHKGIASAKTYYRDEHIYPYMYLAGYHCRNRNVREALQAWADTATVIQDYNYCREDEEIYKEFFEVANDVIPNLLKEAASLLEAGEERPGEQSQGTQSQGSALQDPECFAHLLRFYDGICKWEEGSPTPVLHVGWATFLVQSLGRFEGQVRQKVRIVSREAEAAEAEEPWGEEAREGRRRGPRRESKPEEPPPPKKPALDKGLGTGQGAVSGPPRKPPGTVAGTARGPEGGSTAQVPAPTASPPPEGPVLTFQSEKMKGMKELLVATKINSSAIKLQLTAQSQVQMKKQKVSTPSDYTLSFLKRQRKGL
GALK inhibitor: blocks human galactokinase activity | actives 0.007% (n = 270,000) | Potency, µM (highest dose often 57.5 µM), without a hit: at the highest dose activity change, negative = inhibition, usual class: inhibitors | Purified GALK, Kinase-Glo residual ATP luminescence | P51570; also: potency is read from the fitted curve at half-maximal effect; % is scaled to controls: 0 for no effect and ±100 for the full control effect
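GALK at 5 nM final was combined with compound, 35 uM ATP and 100 uM galactose in HEPES pH8.0 with MgCl2 and DTT. The reaction ran one hour at room temperature before luminescent ATP detection.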
BCR signal inh: blocks chronic active B-cell receptor signaling. AID 493014. Potency, µM (top dose mostly 46.1 µM), without a hit: at the highest dose ratio change, negative = lower green/red ratio, most hits filed as inhibitors. ABC-DLBCL IkBa-CBG/CBR reporter, luminescence ratio, 4 h. actives 0.05% (n = 340,000); active = well fitted inhibition curve with a large enough effect in the signal ratio, with a control signal flat, not every such curve was filed as active; inconclusive = small, poorly fitted or top-dose-only effect, or effect the other way, or a change in a side signal; the % refers to the signal ratio;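 also: potency is read from the fitted curve at half-maximal effect; plate controls were basal doxycycline-induced cells for no effect and cells given 10 µM MG132 for full effect; MG132 reads +100%, hits lower the ratio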
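Compounds up to 46 uM were incubated four hours with TMD8 cells whose green CBG68 luciferase is fused to IkappaBalpha; red CBR luminescence normalised the signal, and concentration-effect curves were fitted to fusion, red and ratio data.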
Integrin act MD: activators of alpha7 integrin expression for muscular dystrophy. alpha7betagal myoblasts, beta-gal FDG fluorescence, 48 h. Potency, µM (doses to about 38.3 µM), inactives show at the top dose activation, hits mostly activators. actives 0.064% (n = 350,000);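 also: potency is read from the fitted curve at half-maximal effect; 100% = response of the positive control SU9516; nearly all actives have a fitted effect of over 60% in size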
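Alpha7betagal+/- myoblasts (passage 13) were plated 16-24 hr, then exposed to compounds (1:260 dilution of DMSO stock) for 48 hours at 37C. After MPER lysis, β-galactosidase reporter activity was read as FDG fluorescence (ex 480/em 540) after 30 minutes.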
Coupling enz: inhibits coupling enzyme system, counter-screen for aldolase hits; coupling enzyme system counterscreen, AmpLite Red fluorescence; activity change, negative = inhibition, % at 58.2 µM, hits read low; actives 0.67% (n = 290,000); in the data active = activity change below about -30%; also: % is scaled to controls: 0 for no effect and ±100 for the full control effect
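First, compound is pin-transferred into glyceraldehyde-3-phosphate coupling-enzyme reagent at 57.5 uM final and held 10 min at RT. Next, substrate, coupling system and AmpLite Red are added. After 20 min RT, fluorescence (525/598 nm) is read.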
The depositor's hits bear a star; i = inactive; u = inconclusive; x = not tested or not shown; [ ] = another dose, or the depositor's remark. Unless noted, calls follow the shape of the dose curve; as a rule, active = well fitted curve in the direction sought with a large enough effect; inconclusive = small, poorly fitted or top-dose-only effect, or another doubt; inactive = no such curve, though single readings can be large; an effect the other way counts as inactive or inconclusive. A portion of the library, so the mix of outcomes need not match the whole.

Below each SMILES – Giardia killer	ASM inhibitor	Tb PFK inh	PTAP TSG101 blk	PKM2 act	B2AR arrestin	Menin-MLL TR inh	GALK inhibitor	BCR signal inh	Integrin act MD	Coupling enz
COc1ccc(S(=O)(=O)Cc2ccc(C(=O)NCc3ccccc3OC)o2)cc1
    36[activator]	-3%	2%	-6%	4%	-0.6%	-21%	0%	3%	12%	2
CC1CCCN(CC(=O)Nc2ccc(S(=O)(=O)N3CCCCC3)cc2)C1 (stereo not given)
    1	2%	0%	-8%	-5%	-0.7%	-2%	-1%	-9%	-10%	-1
CCCSC(=O)N(CC)CC(=O)Nc1c(CC)cccc1CC
    -14	1%	1%	-6%	-2%	-0.1%	-15%	-2%	-2%	-9%	3
COc1ccc(S(=O)(=O)Cc2ccc(C(=O)N3CCN(c4cccc(C)c4C)CC3)o2)cc1
    5	-7%	-8%	-3%	-3%	-0.1%	2%	-4%	-23%	-36%	0
O=C1CCCC(O)=C1Sc1ccccc1C(=O)O
    32[activator]	2%	-19%	-3%	-3%	-0.5%	-4%	0%	0%	0%	6
COC(=O)c1ccsc1NC(=O)CCS(=O)(=O)c1ccccc1
    -14	1%	0%	-4%	10%	-0.7%	x	-8%	u	-38%[inhibitor]	x
CC1(NC(=O)c2cc(S(=O)(=O)N3CCCCC3)ccc2Cl)CCS(=O)(=O)C1 (stereo not given)
    -9	4%	7%	2%	-1%	5.2%	8%	0%	7%	29%	6
COc1cc([N+](=O)[O-])ccc1NC(=O)C1CCCN(S(C)(=O)=O)C1 (stereo not given)
    -16	-1%	3%	-8%	x	-0.7%	x	x	-3%	-13%	x
CC1Sc2ccc(Cl)cc2-c2nc(N)ncc21 (stereo not given)
    -8	2%	-9%	0%	x	0.0%	9%	1%	-3%	27%	0
CC(C)Nc1ncnc2c1cnn2Cc1ccc(Cl)cc1
    -30	3%	-1%	-4%	x	-0.2%	12%	x	u	10%	2
CCc1ccc(NC2=NC(C(=O)NC3CCCCC3)CC(=O)N2)cc1 (stereo not given)
    -7	-2%	-4%	-4%	4%	-0.1%	3%	-6%	u	-3%	9
CCN(Cc1ccccc1)C(=O)CN1C(=O)c2ccccc2C1=O
    17	0%	-2%	-5%	x	0.2%	-3%	3%	3%	24%	-2
COC(=O)c1nnn(-c2ccc(Cl)c(Cl)c2)c1C(=O)OC
    -1	-2%	4%	-1%	-2%	-0.2%	1%	2%	2%	20%	0
COc1cccc(-n2c(-c3ccco3)nc3nc4ccccc4nc32)c1
    -17	444%[activator]	-1%	9%	-3%	-0.3%	-10%	x	2%	-11%	-2
COC(=O)C1CCN(C(=O)COC(=O)Cn2cnnn2)CC1
    9	8%	5%	-13%	-1%	-0.9%	4%	5%	5%	u	1
O=C(OCc1nc2ccccc2s1)c1cc2ccccc2oc1=O
    x	x	3%	x	-18%	0.4%	1%	-1%	u	x	1
O=C(NC(Cc1ccccc1)C(=O)O)/C(=C/c1ccc([N+](=O)[O-])cc1)NC(=O)c1ccccc1 (stereo not given)
    -2	3%	2%	1%	0%	-0.1%	3%	-5%	1%	0%	7
CSC1=NCCN1S(=O)(=O)c1ccc(F)cc1
    -1	5%	-1%	-3%	24%	0.0%	13%	0%	u	5%	-1
Cc1cc2ccccc2c(=O)n1CC(=O)NCC(=O)N1CCN(c2cccc(Cl)c2)CC1
    -19	-11%	-5%	-2%	-7%	-0.2%	u	-2%	1%	-4%	2
COc1cccc(-c2cc(C(F)(F)F)nc(N3CCOCC3)n2)c1
    -6	-2%	-8%	-6%	0%	-0.3%	-1%	1%	11%	2%	0
Cc1ccc(C(=O)N/N=C\c2c(C)nn(-c3ccccc3)c2Cl)cn1
    -14	6%	0%	-4%	-24%	-0.2%	4%	0%	u	-8%	4
CCOC(=O)c1cc(C(=O)OCC)c2cc(Br)ccc2n1
    2	-10%	0%	-1%	-2%	-0.2%	0%	-4%	4%	-17%[7.66 µM]	0
CC(C)(C)n1cnc2cc(NC(=O)c3ccc(Cl)cc3)ccc21
    -1	-5%	-5%	-2%	-2%[11.5 µM]	-0.4%	-5%	-1%	-1%	-7%	-1
CCOC(=O)c1ccc(N2C(=O)CC(N(C)Cc3ccccc3)C2=O)cc1 (stereo not given)
    -7	-2%	2%	-5%	2%	0.2%	-3%	2%	16%	7%	2
Cc1ccc(C(=O)Nc2nnc(Cc3ccccc3)s2)cc1
    4	0%	-2%	1%	x	-0.9%	6%	-2%	4%	6%	1
COc1cccc(C(=O)OC(C)CN2CCCC2)c1 (stereo not given)
    9	1%	-1%	0%	-3%	-0.1%	-11%	-4%	-1%	14%	-1
COc1cc(OC)cc(C(=O)N[C@H](C(=O)OCC(=O)c2ccc(F)cc2)C(C)C)c1
    -14	-1%	3%	0%	-5%	0.4%	-2%	8%	0%	20%	-3
COc1ccc(/C(O)=C2\C(=O)C(=O)N(c3cc(C)on3)C2c2ccccc2OC)cc1C (stereo not given)
    7	0%	2%	0%	-4%	-0.7%	-8%	4%	3%	11%	6
O=C(NCC(F)(F)F)N1CCOCC1
    -21	4%	-6%	0%	-6%	0.1%	6%	3%	10%	11%	0
CCOC(=O)c1cc(-c2ccc(OC)cc2)nc2c1c(C)nn2CCC#N
    8	x	-2%	-2%	-5%	0.2%	7%	-7%	u	-24%	5
CCOc1cc(C(=O)Nc2cc(F)ccc2C)ccc1OCC(=O)N1CCOCC1
    -3	-2%	5%	0%	x	0.0%	x	x	u	0%	x
CC1=CC(C)[C@H](/C=N/n2c(=O)[nH]c3c([nH]c4ccc(C)cc43)c2=O)C(C)C1 (stereo not given in full)
    4	63%[activator]	-1%	2%	6%	0.4%	16%	0%	8%	3%	-5
Cc1cc(C(=O)N2CCN(S(=O)(=O)c3ccccc3F)CC2)c(C)o1
    -16	5%	-3%	-2%	28%	-0.2%	-9%	-7%	-6%	6%	3
Cc1cc(C)cc(N(C(C)C(=O)Nc2c(C)n(C)n(-c3ccccc3)c2=O)S(C)(=O)=O)c1 (stereo not given)
    -1	3%	0%	0%	-9%	4.3%	9%	3%	1%	3%	1
Oc1c(C=NCc2ccccc2)sc2ccccc12
    -11	15%	-5%	-3%	2%	0.3%	-3%	0%	u	14%	-2
CCC(=O)Nc1nnc(SCc2ccccc2F)s1
    -4	3%	-3%	-2%	-1%	0.1%	-8%	1%	0%	14%	2
O=C(Cc1nc(-c2ccc([N+](=O)[O-])cc2)cs1)Nc1ccccc1
    -15	-12%	-2%	-4%	-6%	0.3%	-4%	6%	-18%	10%	-1
C/C(=N\NC(=O)OC(C)(C)C)c1ccc[nH]1
    15	6%	-2%	-1%	-15%	0.1%	-4%	2%	2%	15%	-2
CS(=O)(=O)Nc1ccc(OCc2ccccc2)cc1
    5	0%	-1%	-2%	-6%	0.1%	14%	3%	u	-8%[7.66 µM]	3
COc1ccc(OCC(=O)OCC(=O)N2CC(=O)Nc3ccccc32)cc1
    6	-4%	-3%	-3%	0%	-0.6%	x	x	-6%	-1%	-1
Cc1c(NC(=O)Cn2nc(C(=O)O)c3ccccc3c2=O)c(=O)n(-c2ccccc2)n1C
    -1	-1%	-2%	-8%	1%	0.0%	-2%	1%	-1%	-10%	0
COCCCNC(=O)c1cc2c(=O)n3cccc(C)c3nc2s1
    -3	i	2%	-4%	x	-1.5%	-13%	-2%	1%	26%	0
O=C(Nc1ccc2c(c1)OCCO2)c1c(F)c(F)c(F)c(F)c1F
    6	-1%	3%	-6%	-1%	-0.2%	10%	8%	-1%	-18%	0
c1ccn(-c2ccc(-c3ccn[nH]3)cc2)c1
    -8	-2%	4%	-5%	4%	-1.0%	2%	0%	u	0%	1
O=S(=O)(c1ccc(Br)c2ccccc12)N1CCCC1
    -3	-2%	0%	-1%	1%	-0.6%	9%	2%	-9%	-3%	0
Cc1ccc(C(=O)N/C(=C/c2cccs2)C(=O)N2CCCCC2)cc1
    14	0%	-1%	-1%	-1%	-0.2%	-26%	0%	u	8%	3
